hcDAF12 agonist: activators of H. contortus DAF-12 nuclear receptor; AID 652067; HEK293 hcDAF-12 lit1-tk-luc reporter, luminescence; 0% DMSO, 100% Δ7-dafachronic acid; activation, % at 6.8 µM; 370,000 compounds, 1.4% hits;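 active = activation above the mean of all tested compounds plus 3 SD, cut at about 5.5% in these data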;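 note: 100% = response to 3 µM Δ7-dafachronic acid high control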
PG9 Ab binder: binds the HIV-1 gp120 antibody PG9; TR-FRET gp120-PG9 antibody binding; inhibition, % at 6.7 µM; 360,000 compounds, 0.43% hits; in the data active = inhibition above about 8.5%
DAX1 inh-1: inhibitors of human orphan nuclear receptor DAX1 (NR0B1) | P51843 | HEK293 Gal4-DAX1 luciferase reporter, luminescence | 340,000 compounds, 0.99% hits | inhibition, % at 6.75 µM | AID 504766;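 active = inhibition above the mean over all tested compounds plus 3 SD, cut at about 4.2% in these data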;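 note: 0% = DAX1-transfected cells with DMSO and 100% = empty-vector control cells with DMSO; inhibition shows as a rise in luminescence from relieved DAX1 repression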
Target sequence (P51843 207-470 limits assumed): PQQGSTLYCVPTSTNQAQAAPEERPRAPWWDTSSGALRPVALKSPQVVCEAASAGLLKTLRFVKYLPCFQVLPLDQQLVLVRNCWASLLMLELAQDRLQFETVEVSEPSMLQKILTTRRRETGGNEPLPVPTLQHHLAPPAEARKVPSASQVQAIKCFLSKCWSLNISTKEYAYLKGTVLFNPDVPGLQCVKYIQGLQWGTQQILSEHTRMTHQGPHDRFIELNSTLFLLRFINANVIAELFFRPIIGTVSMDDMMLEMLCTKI
FXN GAA850 act: increases GAA850 frataxin promoter reporter activity; activation, % at 6 µM; HEK293 lucGAA850 FXN promoter luciferase reporter, 24 h; percent of 10 µM SAHA response; 360,000 compounds, 0.56% hits;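 active = activation above the average of all compounds screened plus 3 SD, cutoff fixed separately per campaign, cut at about 7.5% in these data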;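 note: 0% = DMSO wells and 100% = 10 µM SAHA wells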
hgDAF12 agonist: hgDAF-12 agonism, primary luciferase screen; HEK293 GAL4-hgDAF12 UAS-luciferase reporter, agonist luminescence; normalized to butyrate control; 370,000 compounds, 1.8% hits; activation, % at 6.8 µM;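 active = activation above a cutoff set at the mean of all screened compounds plus 3 SD, cut at about 10% in these data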;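 note: 0% = DMSO wells and 100% = sodium butyrate wells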
SMARCA2 activ: SMARCA2 function activation, primary screen; MG213 cells, MMTV-luciferase reporter, dexamethasone, overnight; activation, % at 9.1 µM; 370,000 compounds, 1% hits; in the data active = activation above about 7.8%;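 note: 0% = vehicle wells and 100% = reference activator wells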
ADAM17 inh: ADAM17 inhibition, QFRET primary screen; inhibition, % at 6.95 µM; P78536; 370,000 compounds, 0.83% hits; recombinant ADAM17, EDANS/DABCYL FRET peptide cleavage;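 active = inhibition above the mean of compounds lying between control limits plus 3 SD, set per campaign, cut at about 8.5% in these data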;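 note: 0% = DMSO-only wells as the low control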
ADAM10 inh: inhibits human ADAM10; recombinant ADAM10, EDANS/DABCYL FRET peptide cleavage, 3 h; inhibition, % at 7 µM; 370,000 compounds, 0.62% hits; AID 720582;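 active = inhibition above a per-campaign cutoff equal to the mean of compounds falling between control-based bounds plus 3 SD, cut at about 20% in these data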;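 note: 0% = DMSO wells while the 100% control is not disclosed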
Target sequence (O14672 214-748 limits assumed): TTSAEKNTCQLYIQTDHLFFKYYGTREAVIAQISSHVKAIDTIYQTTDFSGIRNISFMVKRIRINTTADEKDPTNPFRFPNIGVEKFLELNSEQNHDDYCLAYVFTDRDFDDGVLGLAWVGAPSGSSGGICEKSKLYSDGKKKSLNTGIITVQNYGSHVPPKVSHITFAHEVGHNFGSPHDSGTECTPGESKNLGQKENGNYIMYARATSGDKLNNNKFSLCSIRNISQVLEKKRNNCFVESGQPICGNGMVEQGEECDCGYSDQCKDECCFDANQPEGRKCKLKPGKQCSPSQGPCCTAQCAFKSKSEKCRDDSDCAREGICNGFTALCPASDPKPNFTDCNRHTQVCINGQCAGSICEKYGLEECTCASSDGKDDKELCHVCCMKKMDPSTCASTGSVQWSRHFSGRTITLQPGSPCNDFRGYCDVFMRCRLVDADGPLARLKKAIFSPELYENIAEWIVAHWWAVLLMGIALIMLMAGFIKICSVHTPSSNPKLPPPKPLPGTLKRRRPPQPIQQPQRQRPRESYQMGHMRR
ssDAF-12 act: S. stercoralis DAF-12 activation, primary screen; HEK293 ssDAF-12/GRIP1 lit1-tk-luc reporter, luminescence; % of 3 µM dafachronic acid response; activation, % at 6.8 µM; 370,000 compounds, 1% hits; AID 652126;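 active = activation above the mean over all tested compounds plus 3 SD, cut at about 0.9% in these data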;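 note: 0% = DMSO-only wells and 100% = 3 µM delta7-dafachronic acid wells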
DAX1 inh-2: inhibitors of DAX1 repression of SF-1 activated StAR promoter; HEK293T StAR-luciferase reporter, SF-1/DAX-1 repression relief; AID 652010; inhibition, % at 6.8 µM; 370,000 compounds, 1.1% hits;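 active = inhibition above the mean over all tested compounds plus 3 SD, cut at about 3.6% in these data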;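 note: 0% = DAX-1 cells with DMSO and 100% = cells lacking DAX-1 with DMSO; higher inhibition means more luminescence from relief of DAX-1 repression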
GC-A act: GC-A (human) enzyme activation. P16066. HEK293 GC-A cells, cGMP TR-FRET, EC30 ANP; 0% at EC30 ANP, 100% saturating ANP. activation, % at 10 µM. 370,000 compounds, 0.14% hits. AID 1671463; in the data active = activation above about 40%
Starred values were filed as active, the others as inactive; nt = not tested or not shown.

SMILES	hcDAF12 agonist	PG9 Ab binder	DAX1 inh-1	FXN GAA850 act	hgDAF12 agonist	SMARCA2 activ	ADAM17 inh	ADAM10 inh	ssDAF-12 act	DAX1 inh-2	GC-A act
COc1cc(OC)cc(C(=O)Nc2ccc(S(=O)(=O)Nc3nc(C)cc(C)n3)cc2)c1	-0.9	-0.9	-0.4	1.0	-3.1	-4	-1	6	-0.9	1.6	-9
O=C(NCCN1CCN(c2cccc(Cl)c2)CC1)Nc1ccccc1	-0.6	-0.1	-1.4	0.6	-1.1	0	0	4	-1.2	-0.2	3
COc1ccc(C(=O)/C=C/c2ccccc2)c(O)c1	0.8	-1.0	0.9	3.0	8.2	8.2*	2	-5	-1.0	0.6	7
CCOC(=O)/C(C#N)=C\N(C)C	-0.3	-0.3	1.8	-0.2	0.0	-1	0	0	-1.4	-0.4	3
O=C(CCCOc1ccccc1)Nc1cccc([N+](=O)[O-])c1	-0.4	-1.4	0.8	1.7	0.6	0	0	7	-0.8	-0.4	1
CCOCCn1c(C)c(C(=O)OCC)c2cc(O)c3ccccc3c21	-1.2	-9.1	-1.1	-0.3	-2.7	2	-1	-13	-1.1	-0.6	14
COc1ccc(OC)c(S(=O)(=O)N/N=C\c2ccc3c(c2)OCO3)c1	-0.1	-0.4	2.1	2.7	2.3	1	-3	-5	-1.0	-0.3	-1
CC(OC(=O)c1ccc(S(=O)(=O)N(C)C)cc1)C(=O)Nc1ccc(Cl)cn1 (stereo not given)	0.3	0.6	0.5	4.4	6.2	-2	1	2	-0.9	0.0	0
Cc1cccc(C(=O)Nc2ccc3c(c2)ncn3C)c1	3.0	-1.7	0.3	6.0	11*	12*	-2	11	-0.3	3.4	5
O=C(Nc1ccccc1F)c1ccc2c(c1)OCO2	2.8	-0.8	4.6*	3.0	11*	0	1	15	1.2*	1.4	1
OCCOCCNc1ncnc2c1cnn2-c1ccccc1	0.5	-1.0	0.5	3.7	8.0	7.8*	-1	-3	-0.4	1.3	-1
CC(Sc1nnc(COc2ccc(Cl)cc2)o1)C(=O)Nc1ccc(N2CCOCC2)cc1 (stereo not given)	0.5	-1.1	-1.7	2.5	-3.1	-1	-1	2	-0.8	0.2	2

Copied from the list:
Cc1cccc(C(=O)Nc2ccc3c(c2)ncn3C)c1 in ADAM17 inh is entered as -2
CC(Sc1nnc(COc2ccc(Cl)cc2)o1)C(=O)Nc1ccc(N2CCOCC2)cc1 (stereo not given) in SMARCA2 activ is entered as -1

Next part.
SMILES	hcDAF12 agonist	PG9 Ab binder	DAX1 inh-1	FXN GAA850 act	hgDAF12 agonist	SMARCA2 activ	ADAM17 inh	ADAM10 inh	ssDAF-12 act	DAX1 inh-2	GC-A act
O=C(CSc1nnc(CNc2ccc(F)cc2)o1)N1c2ccccc2Sc2ccccc21	-1.4	-1.3	-1.7	-4.2	-1.6	-1	8	24*	-1.8	-1.6	-6
CC(=O)Nc1ccc(S(=O)(=O)NCCC(=O)OCc2ccc([N+](=O)[O-])cc2)cc1	-1.1	-1.0	-0.1	-0.6	-2.3	0	-2	-6	-0.9	-2.2	-2
CCOC(=O)CNC(=O)CSc1ncccc1-c1nc2ccccc2[nH]1	1.6	0.5	-0.2	1.6	-0.7	-3	-53	-122	-1.8	0.2	1
Cc1ccc2oc(=O)n(Cc3ccc(OC(C)C)cc3)c2c1	-0.4	1.1	-1.5	-0.8	-3.0	-2	2	3	-2.2	-0.5	-3
O=C(O)c1ccccc1C(=O)OC1CCCC2CCCC21 (stereo not given)	0.4	-1.4	1.1	0.8	0.0	2	-1	-1	-0.8	-0.6	-3
O=c1[nH]cc(F)c(=O)[nH]1	-0.9	-1.9	-1.5	0.6	-6.8	-7	-2	-3	-1.1	-1.9	7
CC1(C)Cc2c(sc3nc(SCC(=O)NCc4ccccc4)n(-c4ccccc4)c(=O)c23)CS1	-1.7	1.0	1.7	0.4	1.4	-8	-2	0	-1.0	-0.1	-6
CCCn1c(=O)c2ccccc2n2c(SCc3c(C(=O)OCC)oc4ccccc34)nnc12	0.4	1.2	0.6	1.9	1.0	-3	-6	4	-0.7	-0.1	-3
C=CCN1C(=O)C(CC(=O)Nc2ccccc2)SC1=Nc1c(C)n(C)n(-c2ccccc2)c1=O (stereo not given)	-1.8	-0.4	0.6	1.8	-1.6	-2	-1	8	-1.1	-0.6	-2
CCN(CC)C(=O)c1csc(COCCO)n1	0.0	-1.5	nt	0.2	1.4	1	0	1	-1.0	-0.4	1
O=C1C2C3C=CC(C3)C2C(=O)N1Cc1cccnc1 (stereo not given)	-2.6	0.8	0.0	1.3	-0.2	-4	1	-22	-1.4	0.4	-1
O=C(O)c1cc(NN=Nc2cccc([N+](=O)[O-])c2)cc([N+](=O)[O-])c1	0.4	1.6	-0.2	-0.8	0.2	1	1	2	-0.6	0.3	0
Cc1ccc(S(=O)(=O)Oc2ccccc2/C=N/O)cc1	0.3	-1.2	1.2	1.5	3.9	-1	2	5	-1.6	-0.1	-1
COCCN1CCN(C(=O)C2CCC(=O)N(CCc3ccccc3)C2)CC1 (stereo not given)	-1.7	-0.9	0.1	-1.3	-1.3	-1	1	-13	-0.2	-0.2	2
Cc1nn2c3c(cnc2c1-c1ccccc1)C(=O)CC(c1ccccc1)C3 (stereo not given)	0.3	2.2	0.4	0.1	1.2	-1	-1	4	-1.6	0.0	-8
CC1CN(C(=S)Nc2ccc(F)cc2F)CC(C)O1 (stereo not given)	-1.1	-2.4	0.5	1.5	0.3	-1	1	-3	-0.6	-0.2	1
CCN(C(=O)CSc1nc2ccccc2o1)C1CCS(=O)(=O)C1 (stereo not given)	0.1	0.5	0.3	1.1	3.3	2	-4	-1	-1.0	0.4	-2
CCCOc1ccc(/C=C/C(=O)OCC(=O)N(C)c2c(N)n(Cc3ccccc3)c(=O)[nH]c2=O)cc1OCC	-1.0	1.4	-0.7	-2.2	0.5	1	-7	-17	-0.9	-0.6	-1
O=C(CC1(O)C(=O)c2ccccc2C1=O)c1ccccc1	0.1	-3.0	1.0	0.3	1.1	0	0	9	-0.9	0.3	3
Cc1ccc(NC(=O)C2CCN(S(C)(=O)=O)CC2)cc1Cl	-2.2	0.2	-0.4	1.0	2.6	-1	0	8	-0.8	-0.3	-8
CC(=O)N(Cc1ccccc1)Cc1nc2sc(C)c(C)c2c(=O)[nH]1	-0.2	1.2	0.4	3.2	-3.3	-2	2	5	-1.0	-0.6	-7
Cn1c(=O)c2c(nc(CN3CCOCC3)n2CCCc2ccccc2)n(C)c1=O	-1.0	0.1	-0.5	1.2	0.1	-1	0	10	-1.3	0.1	4
COc1cc2[nH]c(=O)n(C3CCCCC3)c(=O)c2cc1OC	1.9	-0.2	0.7	-0.7	-0.9	-1	-2	-11	-1.0	-0.5	-9
CC(=O)N[C@H]1C[C@@H]2O[C@H](CO)CC[C@@H]2O[C@@H]1CCc1ccc(-c2ccc(F)cc2)cc1	-1.0	nt	nt	nt	-0.7	-2	-3	-7	-1.0	0.1	33
C[C@@H]1CN([C@@H](C)CO)C(=O)c2cc(NS(C)(=O)=O)ccc2O[C@@H](C)CCCCO[C@H]1CN(C)Cc1ccc2c(c1)OCO2	-1.3	-1.0	0.9	-1.8	-0.2	-2	-3	-5	-0.8	1.8	3
COc1cc2c(cc1OC)C(C)N(C(=O)c1c(-c3ccccc3)noc1C)CC2 (stereo not given)	-2.3	-1.1	-0.7	-3.1	-0.5	0	-2	-7	-1.4	-0.5	-3
CC(=O)Oc1ccccc1C1OCCN1C(C)=O (stereo not given)	-0.7	-1.9	0.4	0.8	-0.3	0	-2	8	-1.3	-0.7	-3
COc1ccc(C2(c3ccc(OC)cc3)NC(=O)NC2=O)cc1	0.1	3.8	0.4	-1.6	-2.4	-1	2	-14	-1.6	0.0	1
Cc1ccc(SCc2nc(N)nc(Nc3ccccc3C)n2)c(C)c1	-1.5	1.3	0.6	5.2	-0.8	1	4	7	-1.4	0.8	-6
COc1ccc(/C=N/Nc2ncc(C(F)(F)F)cc2Cl)c(OC)c1OC	-0.5	-0.5	0.1	1.3	1.0	0	-3	-7	-0.3	-0.3	1
C=CCC1(CC=C)CCCN1C(=O)c1cc(COc2ccc(C)nc2)on1	-4.0	2.2	-4.4	-4.0	-5.5	-3	0	3	-2.1	-8.8	0
COC(=O)C1=C(N)Oc2c(oc(CO)cc2=O)C1c1ccc(F)cc1 (stereo not given)	-1.3	-0.4	nt	1.0	-2.5	-4	-2	-5	-1.3	0.0	-1
CCOC(=O)C(C(=O)Nc1ccccc1)C1CCCCC1 (stereo not given)	-1.0	0.7	0.8	1.0	-0.3	-3	-1	3	-0.9	0.1	-2
CC(=O)c1cccc(-n2c(CCC(=O)O)ccc2-c2cccs2)c1	2.0	0.8	0.0	1.4	3.3	-2	-3	-6	-0.9	0.5	-1
CCOC(=O)N1CCN(C(=O)CSc2nc(=O)n3cccc(C)c3n2)CC1	0.6	-0.9	-0.4	2.0	-1.6	4	-7	-35	-1.5	0.8	3
CC1CCC2(CC1)NC(=O)N(CC(=O)Nc1cccnc1Cl)C2=O (stereo not given)	-0.8	-1.6	0.6	2.3	-3.3	2	-1	-5	-1.1	0.9	-2
CCOc1ccccc1N1CC(C(=O)Nc2cc(S(=O)(=O)N3CCOCC3)ccc2OC(C)C)CC1=O (stereo not given)	-1.9	-0.3	-0.7	10*	-1.6	-2	-3	-18	-1.6	0.3	-3
CCCNC(=O)CSc1nnc(C)s1	-1.4	0.7	0.8	0.1	-0.6	1	-3	0	-0.9	0.2	5
CC(=O)c1ccccc1NC(=O)CSCc1nc2sc(C)c(C)c2c(=O)[nH]1	-0.6	-1.0	0.9	-1.5	1.1	-1	-1	-12	-0.6	2.4	-3
O=C(NCC(c1ccccc1)c1ccccc1)[C@H](Cc1c[nH]c2ccccc12)NC1(C(=O)NC2CCCCC2)CCC1	0.5	nt	nt	nt	-0.6	nt	14*	24*	-1.3	nt	-9
O=C(NC1CC1)c1ccc(-c2nc3ccccc3s2)s1	0.3	-1.0	-4.3	-3.1	-3.3	0	-34	-84	-1.9	-0.9	5
[2H]c1c([2H])c([2H])c(C(=O)c2sc(N3CCCCCC3)nc2-c2ccccc2)c([2H])c1[2H]	-0.8	-0.5	2.0	1.7	-0.6	-2	-3	6	-1.5	-0.4	-3
Cc1ccccc1NS(=O)(=O)c1cc2c3c(c1)CC(=O)N3CCC2	-0.9	0.6	-0.3	-0.6	-0.3	-3	-5	9	-1.6	-0.4	-2
O=C(CCC(=O)n1ncc2ccccc21)N1CCCCC1	1.2	-0.3	3.0	1.0	-2.5	0	1	9	-1.3	-0.1	3
COC(=O)c1ccc2nc(-c3ccc(S(C)(=O)=O)cc3)cn2c1	0.2	1.0	3.9	4.6	-0.5	-3	-88	-239	-1.5	0.1	2
COC(=O)c1ccc(CNC(=O)/C=C/c2cc([N+](=O)[O-])ccc2OC(F)F)cc1	-1.7	0.9	0.9	-0.8	-0.9	-2	-4	-6	-1.4	-0.8	4
CSc1ccc(-c2c(C#N)c(N)nc3c2c(C)nn3-c2ccccc2)cc1	-0.1	4.1	0.1	0.7	-2.1	3	-8	-32	-0.3	-0.1	-5

High-throughput results from PubChem.
